Screens (PubChem BioAssay)
EBV LMP1 NFkB: EBV LMP1-driven NF-kappaB luciferase reporter inhibitors, primary screen, cell-based, luminescence, single point | inhibition, % at 12.5 µM | AID 504558, 2011 | 350,000 compounds, 0.69% hits | LMP1-induced NF-kappaB luciferase reporter cells; in the data active = inhibition above about 41%;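 also: 0% = neutral control wells and 100% = reference inhibitor control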
KKLEB tox: cytotoxicity in KKLEB CF airway cells, primary screen, cytotoxicity control for CF NF-kB inhibitor project, cell-based, uHTS, fluorescence assay plates | KKLEB CF airway cells viability, ATPlite luminescence, overnight; active compounds read low; cells stimulated with P. aeruginosa culture filtrate | activity change (cytotoxicity), % at 5 µM | 360,000 compounds, 0.36% hits;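 active = corrected activity change at or below -50% at 5 µM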
C8 TRAIL sens: viability loss with TRAIL in NB7+C8 cells, primary screen, TRAIL sensitizer project, cell-based, ATPlite luminescence | inhibition (viability loss, TRAIL sensitization), % at 10 µM | 360,000 compounds, 1% hits;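 active = compounds causing at least 50% loss of cell viability in the single-dose screen, relative to plate controls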
NCOA2 inhibitor: inhibition of GAL4-SRC2 driven luciferase reporter, primary screen, SRC2 inhibitor project, cell-based, luminescence | HEK293 GAL4-SRC2 luciferase reporter | inhibition, % at 9 µM | 370,000 compounds, 0.17% hits | AID 651957, 2012;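 active = inhibition above the mean inhibition of all tested compounds plus 3 SD, set per campaign, cut at about 52% in these data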;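 also: 0% = DMSO treated cells and 100% = cells given Gossypol at 36 µM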
SRC1 inh: SRC1 coactivator transcriptional activity inhibitors, primary screen, cell-based, luminescence. inhibition, % at 3.6 µM. HEK293 GAL4-SRC1 luciferase reporter. 360,000 compounds, 0.12% hits;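 active = inhibition above the campaign mean plus 3 SD, with each screening campaign given its own cutoff, cut at about 60% in these data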;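 also: 0% = DMSO treated cells and 100% = gossypol at 36 µM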
CF NFkB block: inhibitors of PAF-induced NF-kB signaling, primary screen, cell-based, GFP fluorescence, uHTS; KKLEB NF-kB-GFP reporter, GFP fluorescence overnight; inhibition, % at 5 µM; 360,000 compounds, 0.86% hits;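 active = at least 50% inhibition at 5 µM, scaled per plate between neutral and stimulator controls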;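 also: PAF is a Pseudomonas aeruginosa culture filtrate used as stimulus; plate controls were PAF-stimulated DMSO wells for no effect and unstimulated DMSO wells for full effect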
NCOA3 inh: SRC3 coactivator transcriptional activity inhibitors, primary screen, cell-based, luminescence; Nuclear receptor coactivator 3 (Homo sapiens), Q9Y6Q9; HEK293 GAL4-SRC3 luciferase reporter; inhibition, % at 3.6 µM; 360,000 compounds, 0.17% hits; AID 588352, 2011;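 active = inhibition above a per-campaign cutoff, the mean of all compounds plus 3 SD, cut at about 60% in these data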;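 also: 0% = DMSO-treated cells and 100% = gossypol-treated cells at 36 µM; higher means less SRC3-driven luciferase light from the GAL4 reporter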
TWEAK-Fn14 inh: inhibitors of TWEAK-Fn14 signaling, primary screen, luciferase reporter cells, uHTS | TWEAK-stimulated Fn14 reporter cells, luciferase luminescence, 8 h | inhibition, % at 10 µM | 360,000 compounds, 2% hits; in the data active = inhibition above about 50%
COUP-TFII inh: NR2F2 transcriptional activity inhibitors, primary screen, cell-based, luciferase reporter, HEK293T, luminescence; AID 686940, 2013; HEK293T NGFI-A luciferase reporter; 370,000 compounds, 0.7% hits; inhibition, % at 8.6 µM;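 active = inhibition above a per-plate cutoff, mean inhibition of test wells between control levels plus 3 SD, cut at about 38% in these data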;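 also: cells cotransfected with COUP-TFII expression vector driving the NGFI-A reporter; 0% = median of COUP-TF2 test wells and 100% = reporter-only cells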
Target sequence (P24468 whole entry, looked up): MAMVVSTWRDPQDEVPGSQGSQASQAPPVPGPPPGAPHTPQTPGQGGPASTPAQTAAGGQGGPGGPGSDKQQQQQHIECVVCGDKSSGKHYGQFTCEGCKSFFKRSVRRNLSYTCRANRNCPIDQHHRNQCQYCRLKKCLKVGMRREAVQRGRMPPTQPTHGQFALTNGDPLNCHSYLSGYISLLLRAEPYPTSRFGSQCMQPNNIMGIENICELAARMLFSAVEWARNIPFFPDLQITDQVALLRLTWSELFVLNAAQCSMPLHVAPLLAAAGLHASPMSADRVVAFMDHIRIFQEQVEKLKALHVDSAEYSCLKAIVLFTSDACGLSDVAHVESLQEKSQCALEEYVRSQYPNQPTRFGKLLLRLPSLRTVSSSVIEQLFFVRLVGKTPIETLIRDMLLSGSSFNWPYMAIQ
NR5A2 inv ag: LRH-1 (NR5A2) inverse agonists, primary screen, cell-based, luminescence, HEK293T, StAR-luciferase reporter. Nuclear receptor subfamily 5 group A member 2 (Homo sapiens), O00482. inhibition, % at 3.6 µM. LRH-1 transfected, 24 h. AID 602396, 2012. 360,000 compounds, 0.13% hits;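 active = inhibition above the mean inhibition of all tested compounds plus 3 SD, cut at about 73% in these data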;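 also: 0% = DMSO wells and 100% = reporter-only cells lacking LRH-1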
Target sequence (O00482 whole entry, looked up): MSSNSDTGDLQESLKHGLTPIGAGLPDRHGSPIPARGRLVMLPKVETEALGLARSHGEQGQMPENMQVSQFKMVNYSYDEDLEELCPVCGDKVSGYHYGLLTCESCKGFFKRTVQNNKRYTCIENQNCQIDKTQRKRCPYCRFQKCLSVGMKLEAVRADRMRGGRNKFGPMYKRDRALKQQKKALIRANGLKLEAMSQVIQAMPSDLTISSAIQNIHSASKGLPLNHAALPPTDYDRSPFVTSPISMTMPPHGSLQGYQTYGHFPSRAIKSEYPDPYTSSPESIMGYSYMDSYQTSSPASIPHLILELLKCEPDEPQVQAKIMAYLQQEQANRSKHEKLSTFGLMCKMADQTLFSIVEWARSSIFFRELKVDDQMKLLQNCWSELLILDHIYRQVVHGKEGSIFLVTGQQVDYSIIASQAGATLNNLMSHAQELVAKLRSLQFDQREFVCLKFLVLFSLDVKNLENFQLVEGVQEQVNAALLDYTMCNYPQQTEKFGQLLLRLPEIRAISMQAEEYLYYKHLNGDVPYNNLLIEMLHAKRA
TROY signal inh: inhibitors of TROY-driven NF-kB signaling, primary screen, Q293 LMP1-TROYcd cells, NF-kB luciferase, uHTS; 360,000 compounds, 0.98% hits; inhibition, % at 10 µM; Q293 LMP1-TROYcd NF-kB luciferase reporter, 4 h; AID 1347056, 2019;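 active = compounds whose plate-normalised and pattern-corrected inhibition of the luciferase reporter signal at the single screening dose is 50% or more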
* hit, by the source's call; x = no result given.

SMILES	EBV LMP1 NFkB	KKLEB tox	C8 TRAIL sens	NCOA2 inhibitor	SRC1 inh	CF NFkB block	NCOA3 inh	TWEAK-Fn14 inh	COUP-TFII inh	NR5A2 inv ag	TROY signal inh
Cn1ccnc1SCc1ccc(Cl)cc1Cl	-6	14	-2	23	7	-9	3	0	8	-8	5
Cc1ccc(C(=O)N2CCCC2)cc1S(=O)(=O)Nc1ccccc1	-1	-10	14	5	0	12	-17	-9	3	0	11
CCC(C)(C)NC(=O)C(c1ccc(F)cc1)N(Cc1ccc(OC)cc1)C(=O)c1cnccn1 (centres undefined)	-14	6	-12	-27	-33	-3	-13	-13	-25	-19	6
CC1CCc2cccc3c(O)cc(=O)n1c23 (centres undefined)	4	3	0	-17	-9	10	9	14	1	13	5
Cc1cccc(NC(=O)c2ccc(N3C(=O)C4CCCCC4C3=O)cc2)c1C (centres undefined)	1	-5	7	4	-9	25	-2	6	-15	-15	12
COc1ccc2cc3c(N)nn(C(=O)Cc4ccccc4OC)c3nc2c1	21	-10	16	10	45	54*	50	52*	8	34	35
O=C(O)C/C=C(/NC(=O)OCc1ccccc1)C(=O)OCc1ccccc1	2	9	-10	-15	18	3	6	-1	15	11	14
COc1cc(OC)c2c(-c3ccccc3)cc(=O)oc2c1C(CCN1CCN(c2ccccc2)CC1)c1ccc(N(C)C)cc1 (centres undefined)	1	9	8	-5	-8	16	3	0	6	-12	-6
COc1ccc(OCc2nnc(SCC(=O)N3C(C)CCCC3C)o2)cc1 (centres undefined)	2	5	-8	15	-16	0	-4	9	6	5	-4
CC(C)C[C@@]12C(=O)N(c3cccc(F)c3)C(=O)N1[C@H](c1ccc(Br)cc1)[C@@H]1C(=O)N(C(C)(C)C)C(=O)[C@@H]12	12	-21	-7	-2	1	25	-9	8	-14	-6	-1
O=C(NCCc1ccccc1)c1ccc(CS(=O)(=O)Cc2ccc(F)cc2)o1	-6	-3	5	-20	-18	16	-35	-19	6	-9	-22
CC(C)[C@H](NC(=O)c1ccccc1)C(=O)OCC(=O)NCc1ccc(F)cc1	-4	-23	0	3	-25	-2	12	20	21	4	20

The last two entries of the part above are carried over, then new ones follow.
SMILES	EBV LMP1 NFkB	KKLEB tox	C8 TRAIL sens	NCOA2 inhibitor	SRC1 inh	CF NFkB block	NCOA3 inh	TWEAK-Fn14 inh	COUP-TFII inh	NR5A2 inv ag	TROY signal inh
O=C(NCCc1ccccc1)c1ccc(CS(=O)(=O)Cc2ccc(F)cc2)o1	-6	-3	5	-20	-18	16	-35	-19	6	-9	-22
CC(C)[C@H](NC(=O)c1ccccc1)C(=O)OCC(=O)NCc1ccc(F)cc1	-4	-23	0	3	-25	-2	12	20	21	4	20
Cn1c(=O)c(=O)n(C)c2cc(S(=O)(=O)NCCN3CCN(c4ccccc4F)CC3)ccc21	1	27	-11	17	-15	0	17	-6	-3	9	4
Cc1ccc(C)c(N2CCN(C(=O)CN(C)S(=O)(=O)c3cnc[nH]3)CC2)c1	4	-2	-17	-8	-5	10	-18	2	2	-25	-1
CC(C)c1ccc2c(c1)C(N1CCN(C)CC1)Cc1cccnc1S2 (centres undefined)	-9	-15	6	21	24	14	-1	12	0	12	-7
COc1cccc(CC2(CO)CCCN(Cc3cn[nH]c3-c3cc(C)ccc3C)C2)c1 (centres undefined)	5	-8	0	23	11	0	-10	-12	-3	-1	3
COc1cc(/C=C/C(=O)OCC(=O)NC(=O)NCc2ccccc2)ccc1OCC#N	1	13	-6	8	-25	1	9	-1	-9	9	15
CCCCn1c(N2CCCC2)nc2c1c(=O)[nH]c(=O)n2C	5	-5	-12	-3	3	5	-36	-2	6	13	11
Nc1c(C(=O)OCC2CCCO2)c2nc3ccccc3nc2n1C1CCCCC1 (centres undefined)	-9	-11	20	-2	5	-1	9	47	-16	1	50
COC(=O)Cn1ccc(-c2ccc(Cl)cc2)c(C#N)c1=O	-1	-2	1	9	15	6	11	2	-6	-6	5
COc1ccc(N(C)C(=O)Cc2c(C(=O)O)n(C)c3ccccc23)c(OC)c1	1	1	13	9	-17	7	7	19	-5	14	9
Cc1ccc(S(=O)(=O)NNC(=O)C2CCN(Cc3ccccc3)CC2)cc1	-11	-8	-26	4	2	-1	8	4	-3	-8	11
N=c1c(S(=O)(=O)c2ccccc2)cc2c(=O)n3ccccc3nc2n1Cc1cccnc1	-3	-11	9	-1	4	8	9	-18	12	-13	5
O=C(CSC1=NS(=O)(=O)c2ccccc2N1)N1CCCCC1	1	1	-10	1	-19	-4	-13	-2	-3	-8	-26
COc1cc(C(F)(F)F)c(C(=O)N(C)Cc2cccc(Cl)c2)cn1	0	2	-2	14	-2	-2	20	-17	-18	4	-13
CCOC(=O)Cc1nnc(Nc2ccc(C)cc2)c2ccccc12	-5	16	3	-16	-4	3	-13	-14	-24	-6	-21
COc1cc2ccccc2cc1C(=O)N1CCc2ccccc21	-8	19	12	6	-7	22	-6	19	-30	29	14
CC1CCCC(NC(=O)COC(=O)[C@@H](NC(=O)c2ccc(F)cc2)C(C)C)C1C (some centres undefined)	8	-3	-2	-23	4	9	6	-8	7	8	20
CCCCNC(=O)[C@@H]1CSC2c3ccc(OC)c(OC)c3C(=O)N21 (some centres undefined)	1	0	-13	16	18	-9	4	-12	3	24	12
COCCN(C(=O)CN1CCc2ccccc2C1)c1c(N)n(Cc2ccccc2)c(=O)[nH]c1=O	8	-5	21	-6	5	11	3	5	-3	0	5
Cc1c(C)c2ccc(OCC(=O)Nc3ccccn3)cc2oc1=O	28	-4	38	-41	-86	6	-35	82*	-36	-29	36
O=C(/C=C/c1ccc(F)cc1)NC(=S)Nc1ccccc1O	-18	0	24	-50	-25	24	-32	3	-21	-66	-36
O=C1c2ccccc2C(=O)N1CCCCN(C(=O)c1cc2ccccc2oc1=O)c1ccc(Cl)cc1	-9	8	-7	-19	-4	-9	11	-11	7	6	8
COc1ccc(-c2cc(C(=O)N/N=C/c3cccnc3)c3cc(C)cc(C)c3n2)cc1	x	-20	16	8	1	13	-3	-19	-25	-4	-14
CCCCC(c1nnnn1CC1CCCO1)N1CCN(c2cc(Cl)ccc2C)CC1 (centres undefined)	-2	-11	6	0	-8	9	-9	-29	-12	4	10
COc1ccc(C)cc1NC(=O)NNC(=O)c1cc2ccccc2cc1O	2	-14	0	-15	3	7	-10	6	-2	5	-14
CCn1c(NC(=O)Nc2cccc(C)c2C)cc2sccc21	-3	9	-1	-11	-9	-54	-22	-12	12	-21	1
COc1cccc(C(c2nnnn2Cc2ccco2)N2CCN(Cc3ccccc3)CC2)c1OC (centres undefined)	-5	7	-3	8	1	17	5	-11	12	-4	-4
CC(=O)Nc1cnc(/C=C\CCCO)cn1	x	5	-1	-23	-3	-3	3	-12	-6	-4	1
Cc1cccc(C)c1NC(=O)Nc1cccs1	5	3	5	-9	6	-1	5	28	4	20	1
Cc1nc2c(ncn2-c2ccccc2)c(=O)n1NC(=O)CN1CCOCC1	3	7	3	14	3	-10	8	-14	14	15	-17
COc1ccc(N=N/C(=C\O)C(=O)c2ccco2)cc1	-7	0	-10	-48	-17	8	12	-18	-14	-16	-46
CCCCNC(=O)CSc1nc2ccccc2n1S(=O)(=O)c1ccc(Cl)cc1	-1	3	10	-7	-10	0	-9	6	-22	11	6
O=C(CN1CCN(CC(=O)Nc2ccccc2F)CC1)Nc1ccc2c(c1)OCCO2	-14	-5	-6	-12	-39	4	-1	-6	-5	14	12
Cc1ccc(C2C(=O)N(C3CCC(C)CC3)CC(=O)N2C2CC2)cc1 (centres undefined)	-3	16	6	x	-2	-10	5	-2	x	1	-5
O=C(Nc1ccccn1)c1ccc(Br)c(S(=O)(=O)N2CCCC2)c1	1	-4	6	-41	-16	8	-11	-5	-6	-15	-40
O=C(Nc1ccc(C(=O)O)cc1)/C(=C/c1ccc([N+](=O)[O-])cc1)NC(=O)c1ccccc1	1	4	-11	31	1	-37	4	-11	2	8	-11
Cc1ccc(C(=O)NCCC(=O)N2CCCC2)cc1	-17	7	-13	-44	-90	-21	-80	16	-29	-81	-37
CCN(CC)c1ccc(NC(=O)Cn2ncc3c(C)n(Cc4ccccc4F)c(C)c3c2=O)c(C)c1	2	7	0	19	9	-10	10	-33	-11	15	5
COc1ccc(-c2[nH]ncc2-c2cnn(-c3ccccc3)c2)c(O)c1	-3	-16	29	-13	-13	18	3	-53	2	4	11
CCCCOC(=O)Nc1ccc(C(=O)OC)cc1	-22	9	-2	-9	-48	-2	-55	5	-13	-88	-55
COc1ccc(C2C(C(C)=O)=C(C)N=c3s/c(=C\c4ccc5c(c4)OCO5)c(=O)n32)c(OC)c1 (centres undefined)	12	1	16	0	-16	5	4	2	-7	-4	-62
COc1ccc(Cn2c(O)c(/C=N/NC(=O)c3cccnc3)c3ccccc3c2=O)cc1	3	14	3	22	-16	0	8	-4	14	-20	10
CC(C)(C)NC(=O)C(=O)NNC(=O)COc1ccc(Br)cc1	1	-10	-2	-1	14	0	10	-12	2	3	6
CC(C)(C)c1ccc(C(=O)NCc2nnc(SCC(=O)N3CCCC3)o2)cc1	-3	0	5	-22	-21	-6	3	-7	-1	-22	-2
CCOC(=O)N/N=C\C=C\c1ccco1	-11	-3	-6	-13	-31	8	-9	2	-22	-10	8
Cc1ccc(CS(=O)(=O)c2ncc(Cl)c(C(=O)Nc3nnc(C(C)C)s3)n2)cc1	39	-86*	83*	45	-80	85*	8	100*	25	29	60*
CCOC(=O)[C@]12CCCC=C1N(Cc1ccc3c(c1)OCO3)C(=O)[C@H](CC(=O)NCc1cccc3ccccc13)C2	x	x	14	-15	x	x	x	12	-7	-6	9
O=C(COCc1cc(-c2ccc3c(c2)OCO3)on1)N1CCCCC1	-14	21	7	-32	-60	-17	-71	6	-48	-87	-11
NNC(=O)c1n[nH]c2c1CC(C1CCCCC1)CC2 (centres undefined)	1	-14	11	-3	0	3	-29	13	5	1	30
Cc1cc(=O)oc2c1c(C)nn2-c1ccc(Br)cc1	5	-10	-4	1	11	-9	-1	7	-5	5	-8
CCC1(c2ccc(F)cc2)NC(=O)N(CC(=O)Nc2ccc3c(c2)OCCO3)C1=O (centres undefined)	1	4	3	-13	-9	-2	-7	21	-21	-3	8
CSCC(=O)N1CCCC(CO)(CCCc2ccccc2)C1 (centres undefined)	1	-4	-20	15	15	9	-15	1	4	0	1
Cn1nnnc1Sc1ncnc2scc(-c3ccc[nH]3)c12	-10	-9	7	11	-49	83*	2	70*	-49	-9	-1
